Source: PubChem BioAssay (National Center for Advancing Translational Sciences (NCATS))
LDHA inh – blocks human lactate dehydrogenase A; 480,000 compounds, 0.15% hits; P00338; AID 1347041; purified LDHA, NADH/diaphorase-resazurin fluorescence; active compounds read low; activity change, % (values are at about 110 or 230 µM); in the data active means activity change below about -30%; inconclusive means mostly about -25% to -30%;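 further: plate controls were DMSO wells for no effect and wells without enzyme for full effect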
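Resorufin fluorescence (ex540/em590), read at 0 and 20 min after diaphorase/resazurin addition, reports the NADH left after a 5 min room-temperature reaction of 2 nM human LDH5 with 0.06 mM NADH and 0.2 mM pyruvate.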
Numbers without * were called inactive; u = inconclusive; & = joins results of further samples. Only part of the results is shown (hit frequency here may not be typical).

LDHA inh	Compound
-7	CCCCOc1ccc2c(=O)c(-c3cc(C(=O)OC)oc3C)c(C)oc2c1
u	NC(=O)Cc1csc(NC(=O)CCc2ncc(-c3ccc(F)cc3)o2)n1
5	CCOC(=O)c1cc2cc(C(C)C)ccc2[nH]1
0	CN(CC(=O)Nc1ccccc1C(=O)NC1CC1)Cc1ccc(F)cc1
6	CC(C)(C)NC(=O)CSc1nc2c(c(C(F)(F)F)c1C#N)CCCC2
14	CC(C)c1ccc(-c2nonc2NC(=O)c2cc(=O)c3ccccc3o2)cc1
21	CCN1CCc2c(sc3c2c(=O)n(-c2ccc(Cl)cc2)c(=O)n3CCN(C)C)C1
-24	Cc1oc(-c2ccccc2)nc1C(=O)NCc1ccccc1
-3	CCc1c(C)sc(NC(=O)C2CC3CCC2C3)c1C#N (configuration not stated)
4	CN(C)C(=O)CNC(=O)c1ccc(C(F)(F)F)cc1
2	COc1ccc(NS(=O)(=O)c2cc(C(=O)N3CCCC3)cs2)cc1
-17	O=C(CCC(=O)c1cccs1)NCc1ccc(OCc2cccnc2)cc1
3	Cc1cccc(-c2cc(Nc3ccc(C)c(C)c3)nc(C)n2)c1
2	CCn1c(COc2ccccc2Cl)nnc1SCc1cc(=O)c2cc(C(N)=O)ccc2[nH]1
0	O=C(Cn1nnnc1-c1ccccc1)N1CCCCC1

Ordered by SMILES length (lowest first): some entries from above
LDHA inh	Compound
-24	Cc1oc(-c2ccccc2)nc1C(=O)NCc1ccccc1
0	CN(CC(=O)Nc1ccccc1C(=O)NC1CC1)Cc1ccc(F)cc1
6	CC(C)(C)NC(=O)CSc1nc2c(c(C(F)(F)F)c1C#N)CCCC2
14	CC(C)c1ccc(-c2nonc2NC(=O)c2cc(=O)c3ccccc3o2)cc1
21	CCN1CCc2c(sc3c2c(=O)n(-c2ccc(Cl)cc2)c(=O)n3CCN(C)C)C1

Later entries
LDHA inh	Compound
0	CCCC/C(=N\NC(C)=O)c1ccccc1
7	Cc1cccc(C)c1NC(=O)CNC(=O)CCc1ncc(-c2ccc(F)cc2F)o1
2	O=C(O)CNS(=O)(=O)c1cccs1
-3	COc1cccc(CN2C(=O)N(c3ccc(C)cc3C)S(=O)(=O)c3ccccc32)c1
0	CCn1nc(C(=O)NC(CC(=O)OC)c2ccc(F)cc2)c2ccccc2c1=O (configuration not stated)
0	CCOC1C(C2COC3(CCCCC3)O2)OC2OC3(CCCCC3)OC21 (configuration not stated)
8	Cc1cc(C)nc(NC(c2ccsc2)c2cc(C)sc2NC(=O)c2ccco2)n1 (configuration not stated)
1	Cc1c(CC(=O)O)c(=O)oc2cc(OCc3ccccc3)ccc12
1	O=C(NC1C2CC3CC(C2)CC1C3)c1cccc(I)c1 (configuration not stated)
2	c1ccc(COc2ccccc2CNCC2CCNCC2)cc1
20	CC(C)c1ccc(/C=N/NC(=O)CCc2ccccc2)cc1
9	C/C(=N/O)c1cc2cc(Cl)ccc2oc1=O
0	NC(=O)c1cccc(CN(CC2CCOC2)C2CC2)c1 (configuration not stated)
3	CCCCCc1ccc(-c2ccc(-c3ccc(/C=C/C#N)cc3)nc2)cc1
10	Cc1ccc(-c2csc3ncn(CC(=O)NC4CCCc5ccccc54)c(=O)c23)cc1 (configuration not stated)
7	CC(Sc1ccc(Cl)cc1)C(=O)NC1CC2CCC1C2 (configuration not stated)
-5	CCCNC(=O)C(C)NC(=O)c1cc(F)cc2nc(C)c(C)nc12 (configuration not stated)
2	O=C(NC12CC3CC(CC(C3)C1)C2)C1CCCCC1
-2&-6	Cc1cccc(C(=O)NC2CCN(C#N)CC2)c1
-5	CSc1ccccc1NC(=O)C(C)Cl (configuration not stated)
4	Cc1ccc(-c2nc(Cn3c(=O)c(C#N)cn(C4CC4)c3=O)co2)c(C)c1
-8	O=C(Nc1c(NC2CCCCC2)c2ccccc2oc1=O)c1cccc(F)c1
12	CC(C)(C)c1ccc(COC(=O)C2=COCCO2)cc1
3	N#C/C(=C\c1ccc(O)c(Cl)c1)c1nc2ccccc2[nH]1
-5	CCOc1cc(S(=O)(=O)N(CCO)CCO)ccc1Cl
6	CC(NC(=O)c1ccco1)C(=O)Nc1nc(-c2cccc3ccccc23)cs1 (configuration not stated)
3	CC(=O)c1ccc(NC(=O)Cn2nc(-c3ccc(C)cc3)c3c(c2=O)CCCC3)cc1
-14	O=C(Cn1c(=O)n(-c2ccccc2)c(=O)c2sccc21)NC1CCc2ccccc21 (configuration not stated)
-3	O=C(OCC(=O)c1cccs1)c1ccco1
-8	O=C(NC1CC1)c1cccc(NS(=O)(=O)c2ccc(C(F)(F)F)cc2)c1
11	O=C(Nc1cccc(C(F)(F)F)c1)c1cccc(NC(=O)c2cc(=O)c3ccccc3o2)c1
-2	O=S(=O)(Nc1nc2ccccc2nc1Nc1cccc(C(F)(F)F)c1)c1cccs1
4	CC(C)CNc1nc2c(c(=O)[nH]c(=O)n2C)n1C(C)C
4	COc1ccc(-c2cc(C(=O)N3CCN(Cc4ccccc4)CC3)c3ccccc3n2)cc1
6	CCCCN1C(=O)c2ccc(C(=O)OCc3csc(Nc4ccc(C)cc4)n3)cc2C1=O
-1	CCOc1cc(C)c(S(=O)(=O)Nc2ccccc2OCC)cc1C
11	O=C(CCc1ncc(-c2ccc(Cl)cc2Cl)o1)NCC1CCCO1 (configuration not stated)
-1	Cc1ccc(NC(=O)NCc2nc(-c3ccccc3)oc2C)c(Cl)c1
10	Cc1c(C(=O)Nc2cccc(S(=O)(=O)N3CCCC3)c2)oc2c(F)cccc12
2	CC(C)Cn1c(CN2CCN(c3ccccc3)CC2)nc2c1c(=O)n(C)c(=O)n2C
7	COCCN(C(=O)c1cc2c(s1)CCC(C)C2)c1c(N)n(CC(C)C)c(=O)[nH]c1=O (configuration not stated)
6	Clc1ccc(/C=N/Nc2ccc(Cl)c(Cl)c2)cc1Cl
2	O=Cc1cccn1Cc1ccccn1
-4	Cc1cc(C)cc(NC(=O)CN2CCC(C(=O)N3CCCC(C)C3)CC2)c1 (configuration not stated)
2	Cc1ccc(F)c(NC(=O)c2nn(C)cc2Br)c1
4	CCn1c2ccccc2c2cc(CNCC3CCNCC3)ccc21
5	COC(=O)[C@@H](NC(=O)Nc1ccc2oc(-c3cccnc3)nc2c1)C(C)C
1	CCCCCn1nc(C(=O)NCCN(C)CCOC)c2ccccc2c1=O
8	N#CCN1CCNCC1
2	CCc1oc2ccccc2c1/C=N/O
8	CCOc1cc(S(=O)(=O)NCCO)ccc1Br
-17	COc1ccc(N2C(=O)CCS2(=O)=O)cc1S(=O)(=O)N1CCCc2ccccc21
2	CNC(=O)C(C)S(=O)(=O)Cc1cc(Cl)c2c(c1)OCO2 (configuration not stated)
10	CCNc1oc(/C=C/c2cccc(OC)c2)nc1C#N
-9	CCCCC(=O)Nc1ccc(NC(=O)c2cccc3c(Br)cccc23)cc1OC
7	CCOC(=O)C1CCN(Cc2cc(=O)oc3ccc(O)cc23)CC1
-4	Cc1c(Cl)cccc1NC(=O)CCc1c[nH]c2ccccc12
5	N#Cc1nc(-c2ccc(S(=O)(=O)N3CCCC3)cc2)oc1N1CCC(Cc2ccccc2)CC1
9	Nc1nccnc1C(=O)NCCc1ccccc1C(F)(F)F
6	CCCc1cc(=O)oc2cc(C)cc(OCC(=O)C(C)(C)C)c12

As entered above.
`N#Cc1nc(-c2ccc(S(=O)(=O)N3CCCC3)cc2)oc1N1CCC(Cc2ccccc2)CC1` in LDHA inh is listed with 5
`CCn1c2ccccc2c2cc(CNCC3CCNCC3)ccc21` in LDHA inh is listed with 4
`CCOc1cc(S(=O)(=O)NCCO)ccc1Br` in LDHA inh is listed with 8
`Cc1c(Cl)cccc1NC(=O)CCc1c[nH]c2ccccc12` in LDHA inh is listed with -4
`CCCCCn1nc(C(=O)NCCN(C)CCOC)c2ccccc2c1=O` in LDHA inh is listed with 1
`Nc1nccnc1C(=O)NCCc1ccccc1C(F)(F)F` in LDHA inh is listed with 9
`CNC(=O)C(C)S(=O)(=O)Cc1cc(Cl)c2c(c1)OCO2` (configuration not stated) in LDHA inh is listed with 2

Additional results.
LDHA inh	Compound
8	N#Cc1ccnc(N2CCN(C(=O)Nc3cccnc3)CC2)c1
-1	Cc1ccc2[nH]c(-c3ccccc3)c(-c3ccccc3)c2c1
5	N#CC1=C(N)Oc2n[nH]c(-c3ccccc3)c2C12C(=O)N(Cc1ccc(F)cc1)c1ccccc12 (configuration not stated)
0	CCNC(=O)C1(NC(=O)Cc2coc(-c3ccccc3)n2)CCCCC1
4	O=C(CCn1nc(-c2ccccc2)c2ccccc2c1=O)Nc1ccc(Br)cc1
1	CC(=O)Oc1cc(OC(C)=O)c2c(C)c(CC(=O)NC(C)c3ccccc3)c(=O)oc2c1 (configuration not stated)
5	Cc1cc(C)c2oc(C(=O)Nc3nnc(CC(C)C)s3)cc(=O)c2c1
10	O=c1c2c3c(sc2nc2c4ccccc4c(N4CCCCC4)nn12)CCC3
-1	Cc1c(C(=O)OCc2ccccc2)sc(=S)n1-c1ccccc1
-10	Cc1ccc2cc(CN(CC(C)C)S(=O)(=O)c3ccc(Cl)cc3)c(=O)[nH]c2c1
8	CCCCC1CCC(c2ccc(C(=O)O)cc2)CC1 (configuration not stated)
0	CC1=C(C(=O)Nc2ccccc2)C(c2ccc(F)cc2)N=C(Nc2nc3ccccc3o2)N1 (configuration not stated)
-1	Cc1ccc(-c2cnc(CCC(=O)Nc3ccn(C)n3)o2)cc1
5	COc1ccc(OCC(=O)NCCN2CCN(S(=O)(=O)c3ccc(C)cc3)CC2)cc1
1	C/C(CC(C)(C)c1ccccc1)=N\NC(=O)CCSc1ccccc1

Brought forward from above: 2 entries, then new ones.
LDHA inh	Compound
5	COc1ccc(OCC(=O)NCCN2CCN(S(=O)(=O)c3ccc(C)cc3)CC2)cc1
1	C/C(CC(C)(C)c1ccccc1)=N\NC(=O)CCSc1ccccc1
5	O=C(CNC(=O)c1ccccn1)Nc1cccc2c(=O)[nH][nH]c(=O)c12
-15	Cc1nnc(NC(=O)c2cc(-c3ccccc3)nc3ccccc23)s1
0	CN(C)c1ccc(-c2noc(-c3cc4cc(F)ccc4oc3=O)n2)cc1
1	O=C(NCc1ccc2c(c1)OCO2)c1cc(=O)c2ccccc2o1
19	CCN(CC)CC(O)COc1ccc2c(c1)c(C(C)=O)c(C)n2CC (configuration not stated)
6	O=C(Nc1ccc(F)c(Cl)c1)c1nc2ccccc2nc1N1CCCCC1
6	O=C(NCc1ccc(CN2CCCCC2)cc1)c1cc(=O)[nH]c2ccccc12
-7	Cc1ccc(NC(=O)Nc2ccc3nc(NS(=O)(=O)c4ccccc4)sc3c2)cc1
-1	NC(=O)c1ccc(NC(=O)Cn2ccc3cc(Cl)ccc32)cc1
-2	Cc1n[nH]c(C)c1S(=O)(=O)N1CCN(C)CC1
0	COc1ccccc1-n1c(SCC(=O)NC(C)C)nc2ccsc2c1=O
3	COc1ccc(NC(=O)CCOc2cc(C)ccc2C)cc1Cl
12	CCOC(=O)CNC(=O)c1cc(-c2ccc(C)s2)nc2ccccc12
4	O=Cc1cccn1-c1ccc(Cl)cc1Cl
-8	CCOc1ccccc1-c1noc(COC(=O)Cc2n[nH]c(=O)c3ccccc23)n1
1	CCCn1c(=O)n(CC(=O)Nc2ccc(C(C)CC)cc2)c(=O)c2c1nc(C)n2CCOC (configuration not stated)
7	Cc1nc(-c2ccc(CNC(=O)c3ccc4nc[nH]c4c3)cc2)cs1
0	CCOc1ccc(/C=C/c2nc(C#N)c(N3CCN(C(=O)c4ccco4)CC3)o2)cc1
5	c1ccc2c(c1)OCC(CSc1nnnn1C1CCCC1)O2 (configuration not stated)
5	Cc1ccc(C(=O)N/N=C/c2cccnc2)s1
4	O=C1CCCN1c1ccc(-c2csc(-c3cccs3)n2)cc1
1	O=C(NCc1cccc(CN2CCOCC2)c1)c1cc2ccccc2oc1=O
9	Cc1ccc(NC(=O)c2cc3c(cc2C)OCCCO3)cc1
9	CC(C)(C)C(=O)NCCCC(=O)NCCc1ccccc1
2	CCOC(=O)COc1ccc2cc(-c3ccc(Cl)cc3)c(=O)oc2c1
2	O=C(Cc1ccc2c(c1)CCCC2)N1CCC(NS(=O)(=O)c2ccccc2)CC1
6	Cc1nnc2ccc(N3CCC(C(=O)Nc4ccc5c(c4)OCO5)CC3)nn12
10	Cc1ccc(C(=O)C(C)OC(=O)C23CC4CC(CC(C4)C2)C3)cc1 (configuration not stated)
-4	FC(F)(F)c1ccc(Cl)c(N/N=C/c2ccc(OCc3ccccc3)cc2)c1
1	CNS(=O)(=O)c1cc(C(=O)NCC2(c3ccccc3)CC2)cc(C)c1C

Pulled by structure from the entries so far, 2 records:
LDHA inh	Compound
5	c1ccc2c(c1)OCC(CSc1nnnn1C1CCCC1)O2 (configuration not stated)
-4	FC(F)(F)c1ccc(Cl)c(N/N=C/c2ccc(OCc3ccccc3)cc2)c1

The list continues:
LDHA inh	Compound
-1	O=C(Cn1c(NCc2ccccc2)nc2ccccc21)N1CCOCC1
11	CN(CC(=O)NC(=O)NCc1ccco1)c1ccccc1
5	CN(Cc1cccs1)C(=O)C1CC=CCC1c1nc2ccccc2s1 (configuration not stated)
-6	Cc1noc(CSc2nc(C3CC3)nc3ccccc23)n1
3	C(=C\c1nc2ccccc2s1)/c1csc(-c2ccccc2)n1
u	CCc1ccccc1-n1c(SCC(=O)NC(C)c2cc3ccccc3o2)nnc1N1CCOCC1 (configuration not stated)
1	COc1ccccc1C(C)NC(=O)c1nn(C)c(=O)c2ccccc12 (configuration not stated)
-10	CS(=O)(=O)Nc1ccccc1NC(=O)Cc1ccc2c(c1)CCC2
-5	CSc1cccc(NC(=O)C2CCCCC2)c1
5	O=C(Nc1ccc(OC(F)(F)F)cc1)C(Cc1ccccc1)C(=O)Nc1ccc(OC(F)(F)F)cc1
